# SW480 rerep: induces DNA re-replication in SW480 colon adenocarcinoma cells. SW480 DNA re-replication, Hoechst DNA content imaging, 48 h. Potency, µM (series often up to 46.1 µM), without a hit: at the highest dose re-replication activation, most hits filed as activators. 340,000 compounds, 1.8% hits. AID 624297; note: potency is the fitted concentration of half-maximal effect; % of control where 0% means no effect; nearly all actives have a fitted effect of over 55% in size
#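 Hoechst fluorescence of nuclei (405 nm excitation, 500-530 nm emission) measured by plate-scanning imager after 48 hr compound exposure at 37 C; re-replication scored as increased number of nuclei with elevated intensity.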
# MCF10A rereplic: inducers of DNA re-replication in MCF 10A breast cells; AID 624296; 350,000 compounds, 2.9% hits; Potency, µM (series often up to 46.1 µM), for inactives: top-dose activity, positive = re-replication, actives largely listed as activators; MCF 10A DNA re-replication, Hoechst nuclear intensity, 48 h; note: potency is the fitted concentration of half-maximal effect; % of control where 0% means no effect; nearly all actives have a fitted effect of over 50% in size
# IL-1B inflam inh: blocks inflammasome-driven IL-1 beta release | 360,000 compounds, 4.7% hits | activity change, % at 57.5 µM | THP-1 LPS/ATP IL-1B secretion, AlphaLISA, 16 h; stronger effect = lower value | AID 743279; in the data active = activity change below about -50%; inconclusive = mostly about -30% to -49%; note: % is set by controls: 0 for no effect and ±100 for the full control effect
#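 THP-1 cells pretreated 1 hr with compounds (up to 57.5 uM final), then stimulated with LPS (250 ng/mL final) plus ATP (1.25 mM final); secreted IL-1B measured by AlphaLISA after 16 hr, decreased signal indicating inhibition.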
# HT1080 IDH1KD tx: kills HT-1080 cells with IDH1 knockdown. Potency, µM (series often up to 46.1 µM), for the others: at the highest dose activity, negative = toxicity, hits mostly cytotoxic. HT-1080 IDH1 knockdown viability, ATP luminescence, 48 h. 360,000 compounds, 2% hits. AID 686971;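 note: potency is the fitted concentration of half-maximal effect; 0% = DMSO wells and -100% = cell-free medium wells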
#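 CellTiter-Glo luminescence after 48 h compound exposure at 37 degrees C of IDH1-knockdown HT-1080 cells in 5% FBS RPMI. %Activity scaled between DMSO wells and cell-free media wells, with curves fitted and assigned curve classes.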
# S2 tox: viability counter-screen for ATXN expression inhibitors | S2 cells (HEK-293 line with an ATXN2-luciferase reporter) viability, CellTiter-Fluor protease fluorescence, 24 h | Potency, µM (highest dose often 56.7 µM), hits mostly cytotoxic | 400,000 compounds, 0.49% hits; note: potency is the fitted concentration of half-maximal effect; nearly all actives have a fitted effect of over 40% in size
# KB-3-1 tox: kills parental KB-3-1 adenocarcinoma cells; KB-3-1 viability, CellTiter-Glo ATP luminescence, 72 h; Potency, µM (top dose mostly 46.1 µM), for the others: at the highest dose activity change, negative = cytotoxic, usual class: cytotoxic; 400,000 compounds, 1.4% hits; note: potency is the fitted concentration of half-maximal effect; % is set by controls: 0 for no effect and ±100 for the full control effect; nearly all actives have a fitted effect of over 60% in size
#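 Luminescent ATP read-out (CellTiter-Glo) measures survival of drug-naive KB-3-1 cells after 72 h compound exposure at 37 °C. Titration series was screened from lowest to highest concentration, with DMSO vehicle plates as background controls.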
# ATXN2 expr inh: reduces ATXN2 reporter expression in HEK-293 cells. Potency, µM (titrated, usually from 57 µM), inactives show at the top dose activity change, negative = inhibition, most hits filed as inhibitors. AID 1745845. 360,000 compounds, 0.72% hits. HEK-293 ATXN2-luciferase reporter, luminescence, 24 h; note: potency is the fitted concentration of half-maximal effect; % is set by controls: 0 for no effect and ±100 for the full control effect; nearly all actives have a fitted effect of over 55% in size
#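 qHTS (up to 57 uM final) was run with 24 h compound exposure of reporter cells at 37 °C. Each well was multiplexed: SteadyGlo luminescence measured ATXN2-luciferase expression after a fluorogenic Gly-Phe-AFC viability readout (25 uM final).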
# HepG2 tox: HepG2 cytotoxicity, counter-screen for TGF-b inhibitors; Potency, µM (top dose mostly 46.1 µM), without a hit: at the highest dose activity change, negative = cytotoxicity, hits mostly cytotoxic; 410,000 compounds, 0.76% hits; HepG2 CAGA-GFP viability, ATP luminescence, 18 h; note: potency is the fitted concentration of half-maximal effect; some results filed as inactive show a strong effect at the top dose
#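 CellTiter-Glo luminescence gave cytotoxicity after 18 hours at 37 degrees C. The cells were HepG2 CAGA-GFP in 1% FBS DMEM, stimulated with 500 pg/mL TGF-beta after compound addition. %Activity was normalised to no-cell wells (complete cell-killing) and DMSO (no toxicity), and curves were fitted and classified.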
# HT1080-NT tox: kills 2HG-producing HT-1080-NT fibrosarcoma cells. HT-1080-NT fibrosarcoma viability, CellTiter-Glo ATP luminescence, 48 h. Potency, µM (top dose mostly 46.1 µM), inactives show at the highest dose activity, negative = less viability, usual class: cytotoxic. 360,000 compounds, 1.6% hits;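 note: NT is the 2HG producing partner of a matched IDH1 knockdown line; potency is the fitted concentration of half-maximal effect; 0% = DMSO-treated cells and -100% = media-only wells without cells; nearly all actives have a fitted effect of over 55% in size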
#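 Viability by CellTiter-Glo luminescence after 48 h compound exposure at 37C of HT-1080-NT cells (750/well, RPMI, 5% FBS). % activity scaled between DMSO wells and medium-only wells, then curve-fitted and categorized by curve class.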
# Active calls of the source: *; i = inactive; ? = inconclusive; nt = no result given; & = joins results of further samples; [ ] = dose if it differs, or a comment. Unless noted, calls come from the whole dose curve; as a rule, active = well fitted curve in the direction sought with a large enough effect; inconclusive = small, poorly fitted or top-dose-only effect, or another doubt; inactive = no such curve, though single readings can be large; an effect the other way counts as inactive or inconclusive.
SMILES,SW480 rerep,MCF10A rereplic,IL-1B inflam inh,HT1080 IDH1KD tx,S2 tox,KB-3-1 tox,ATXN2 expr inh,HepG2 tox,HT1080-NT tox
CCN(c1ccccc1)S(=O)(=O)c1ccc2[nH]cc(C(=O)NCc3ccc(C)cc3)c(=O)c2c1,nt,nt,nt,nt,i,5%,3%,-14%,nt
CCOC(=O)c1sc(=NC(=O)c2cccc(OC)c2)n(C)c1C,2%,?,32,?,i,-8%,19%,-7%,11%
COc1ccccc1NC(NC(=O)c1ccco1)C(=O)c1ccccc1 (stereo unspecified),?,?,14,-15%,i,3%,16%,-1%,3%
Cc1ccc(S(=O)(=O)NC(=O)Nc2ccccc2F)cc1,0%,-1%,0,3%,i,1%,6%,7%,6%
Cc1nnc(NC(=O)c2cccc(S(=O)(=O)N3CCc4ccccc43)c2)s1,-5%,1%,18,-19%,i,0%,5%,3%,-18%
COc1ccc(S(=O)(=O)NC(=O)C2(C)CCN2C(=O)Cc2ccccc2Cl)cc1 (stereo unspecified),nt,nt,-24,?,i,0%,-7%,2%,?
N#Cc1c(Nc2ccccc2)c(C=NCCN2CCOCC2)c[nH]c1=O,-9%,2%,-6,2%[9.24 µM],i,8%,9%,3%,3%
O=C(Nc1ccc(Cl)cc1)N1CCOCC1,-3%,-4%,-12,25%,i,0%,11%,-33%,4%
CCn1cc(C(=O)N2CCN(c3cccc(C)c3C)CC2)c(=O)c2ccc(C)nc21,0%,-1%,?,2%,i,0%,-21%,-24%,-5%
CC1(C(=O)NS(=O)(=O)Cc2ccccc2)CCN1C(=O)C/C=C/c1ccccc1 (stereo unspecified),nt,nt,-2,11%,i,0%,10%,7%,15%
CC(C(=O)NC1CCCC1)n1c(C2CCCC2)nc2ccccc21 (stereo unspecified),nt,nt,-5,12%,nt,17%,nt,nt,2%
O=C(O)CNC(=O)/C(=C\c1ccco1)NC(=O)c1ccco1,-2%,4%,4,8%,?,2%,nt,-7%,10%
COc1cc(/C=N/N2CCN(C3c4ccccc4-c4ccccc43)CC2)cc(OC)c1O,0%,8%,1,-2%,i,25%,2%,5%,4%
NC(=O)c1nn(-c2cccc(Cl)c2)c(=O)cc1O,-4%,-4%,1,-2%,i,-3%,2%,0%,0%[9.24 µM]
CN(C)S(=O)(=O)c1ccc(NC(=O)CN2C(=O)NC(Cc3ccccc3)C2=O)cc1 (stereo unspecified),4%,2%,-6,-2%,i,3%,-4%,0%,1%
O=C(Nc1nc(-c2ccc3ccccc3c2)cs1)c1ccc(N2C(=O)CCC2=O)cc1,0%,15%,-10,7%,?,?,-22%,-32%,1%
CCN(CC)c1ccc(C=Nc2cc(C)ccc2C)c(O)c1,?,2%,-2,-8%,i,?,6%,-8%,1%
O=C(CN1C(=O)COc2ccc(S(=O)(=O)N3CCCCCC3)cc21)N1CCN(c2ccc(Cl)cc2)CC1,nt,nt,nt,nt,?,-9%,-25%,-23%,nt
COc1cccc(C(C(=O)NC2CCCC2)N(Cc2ccco2)C(=O)c2ccco2)c1OC (stereo unspecified),10%,1%,7,-17%,i,-3%,-6%,-15%,?
CC(Oc1ccc2ccc(=O)oc2c1)C(=O)NC1CC(C)(C)NC(C)(C)C1 (stereo unspecified),25%,0%,-1,11%,i,7%,-12%,-13%,10%
CCOC(=O)C(=O)/C(C#N)=C/Nc1ccccc1,-2%,1%,5,18%,i,10%,1%,5%,9%
CCOC(=O)c1cnc2ccc(Cl)cc2c1Nc1ccc(OCC)cc1,nt,nt,nt,nt,i,4%,-2%,-21%,nt
c1ccc(Cn2ncc3c(N4CCN(c5ccccc5)CC4)ncnc32)cc1,nt,nt,?,9%,i,-22%,-5%,-12%,13%
O=C(Nc1ccc(NC(=O)c2ccco2)nc1)c1ccco1,0%,-9%,-7,-12%,i,1%,nt,-31%,-25%
Cc1cc(C)cc(OCC(=O)NCCc2nc3ccccc3[nH]2)c1,2%,0%,3,-4%,i,26%,-22%,-31%&-11%,-1%
CCOC(=O)c1c(C)[nH]c(C(=O)CSc2nccc(C)n2)c1C,2%,-1%,-11,-13%,i,2%,19%[11.3 µM],6%,0%
CCC(C)(C)NC(=O)CN(CCc1cccc(C)c1)C(=O)c1csnn1,0%,0%,13,5%,i,0%,-11%[11.3 µM],-2%,-5%
CC(=O)Nc1ccc(S(=O)(=O)N/N=C/c2ccc(C)s2)cc1,0%,10%,-3,0%,i,-11%,77%[activator],-46%,0%
CCCn1c2ccccc2c2nnc(SCC(=O)Nc3nnc(CC(=O)OCC)s3)nc21,0%,18%,-26,6%,i,11%,-12%,-3%,-3%
COc1ccc(C2CC(O)(c3ccccc3)Oc3cc(OC)c(OC)c(OC)c32)cc1 (stereo unspecified),1%,?,0,-21%,?,0%,-14%,-36%&-6%,-23%
O=C(CCl)N(CCc1ccccc1)CCc1ccccc1,4.1µM*,23µM*,-103*,?,?,?,?,18µM*,?
O=C(N/N=C/c1ccc(OCCCF)cc1)c1ccc(C(F)(F)F)cc1,10%,10%,-1,-10%,i,1%,-23%,1%,-5%
N/C(CC1CC1(Cl)Cl)=N\OC(=O)c1ccccc1 (stereo unspecified),?,-26%,nt,-25%,i,-11%,0%,-14%,-15%
CC(=O)Nc1ccc(OC(=O)Cc2ccc(Cl)cc2)cc1,?,-10%,24,7%,i,10%,-10%,3%,-7%
CCOC(=O)C1=C(C)Nc2ccccc2N=C1NC(=O)CCCN1C(=O)c2ccccc2C1=O,-5%,-2%,22,10%,i,16%,-20%,2%,4%
Cc1cc(C)cc(NC(=O)C2C3C=CC4(O3)C2C(=O)N(CCCN2CCCCC2)C4C(=O)NC2CCCCC2)c1 (stereo unspecified),-24%,-26%,0,-13%,i,?,-5%,-12%,-1%
CC(C)(C)C1CCC(OCC(O)CN2CCN(c3ccccn3)CC2)CC1 (stereo unspecified),8%,?,?,?,i,?,-5%,-15%,?
COc1ccc(C(CNC(=O)C2CC(=O)N(Cc3ccccc3)C2)N2CCCC2)cc1 (stereo unspecified),2%,3%,-12,-2%,i,3%,nt,-10%,-1%
COc1cccc(C(=O)Nc2ccc(NC(=O)C3C4C=CC(C4)C3C(=O)O)cc2)c1 (stereo unspecified),1%,20%,13,-30%,i,nt,5%,-39%,-3%
CC/C(=N/NC(=O)c1ccccc1)c1ccc(OCCN2CCOCC2)cc1,-4%,-2%,19,3%,i,3%,29%,6%,9%
O=C(NCc1ccco1)c1ccc(COc2cccc3ccccc23)cc1,?,-6%,-60*,-1%,i,-10%,-12%,-19%,3%
CCN1C=C(C(=O)OC)C(c2cccc(C)c2)C(C(=O)OC)=C1,3%,12%,16,1%,nt,-6%,3%,-17%,3%
O=C1N(Cc2cccnc2)C[C@@H]2C[C@@H](c3ccc4nonc4c3)N3CCC[C@@]123,-3%,-2%,-6,0%,i,3%,nt,8%,0%
Cc1nn(Cc2ccccc2Cl)c2sc(C(=O)OC3CCCC3=O)cc12 (stereo unspecified),-4%,1%,17,-28%,i,-7%,11%,-13%,-29%
CCCC(=O)N1CCC1(C)C(=O)Nc1ccc(-n2cccc2)cc1 (stereo unspecified),nt,nt,-18,3%,i,0%,14%,-10%,?
CC(C)Sc1nc2ccccc2n1CC(=O)O,-14%,-1%,-11,13%,i,12%,-11%,-11%,5%
Cc1c(Br)c(C(N)=O)nn1C,-2%,-3%,-7,3%,i,-12%,-4%,-20%,0%
CCOc1ccc(-c2nc(CSCC(=O)NCCN3CCOCC3)c(C)o2)cc1,0%[9.22 µM],0%,-3,1%,i,12%,-13%,-26%,3%

# Sorted by value in SW480 rerep (highest first): some entries from above
SMILES | SW480 rerep | IL-1B inflam inh
CC(C)(C)C1CCC(OCC(O)CN2CCN(c3ccccn3)CC2)CC1 (stereo unspecified) | 8% | ?
O=C1N(Cc2cccnc2)C[C@@H]2C[C@@H](c3ccc4nonc4c3)N3CCC[C@@]123 | -3% | -6
CC(C)Sc1nc2ccccc2n1CC(=O)O | -14% | -11

# Next part
SMILES,SW480 rerep,MCF10A rereplic,IL-1B inflam inh,HT1080 IDH1KD tx,S2 tox,KB-3-1 tox,ATXN2 expr inh,HepG2 tox,HT1080-NT tox
Cc1ccc(C(=O)N2CCCC2)cc1S(=O)(=O)N1CCOCC1,-5%,-4%,11,9%,i,nt,2%,3%,-12%
COc1cccc(-c2cnc(C(O)c3ccc(Cl)cc3C)[nH]2)c1 (stereo unspecified),nt,nt,12,-19%,i,-3%,-5%,-2%,-16%
CCCC[C@@H]1Cc2[nH][nH]c(=O)c2[C@H](c2ccc(C(C)C)cc2)O1,nt,nt,-65*,1%,i,7%,10%,nt,22%
O=C(Nc1ccc(F)cc1)C1CC(=O)n2c(nc3ccccc32)N1 (stereo unspecified),6%,-7%,19,-7%,i,2%,-1%,5%,-1%
COc1cc(OC)cc(-c2c(-c3cccs3)c3cc(-c4ccc(OC)c(OC)c4)ccc3n2C)c1,10%,16µM*,-17,1%,i,2%,-4%,-19%,?
Cc1oc2nc(SCC(=O)NCCCO)nc(N)c2c1C,-3%,1%,-7,0%,i,14%,-9%,-2%,2%
CC(=O)NC1C(=O)N=C(SCC(=O)Nc2c(C)cccc2C)NC1=O (stereo unspecified),-4%,0%,10,10%,i,7%,-11%,-1%,14%
CCCC(CCC)=NNC(=O)c1ccccc1F,-1%,-4%,-8,-4%,i,-8%,25%,-1%,1%
CC1(C)OC(=O)C(=Cc2ccc(-c3ccc(Cl)c(C(=O)O)c3)o2)C(=O)O1,6%,-6%,0,-2%,i,4%,nt,14%,15%
